VEEV TC-83 Vero = inhibitors of VEEV TC-83 cytopathic effect, confirmation, Vero cells (AID 588727). inhibition, % at 20 µM; hits with a dose series show IC50 in µM. actives 0.13% (n = 350,000). Vero cells, VEEV TC-83 cytopathic effect inhibition; higher % means a stronger effect; in the data active = a potency from the dose series; inconclusive = inhibition mostly from about 14% at the one dose, without a potency; inactive = the rest, 99 in 100 with inhibition below about 12%; note: strong numbers were not always called active
tuberculosis growth = growth inhibition of non-replicating M. tuberculosis (AID 488890); Mycobacterium tuberculosis non-replicating, growth inhibition; higher % means a stronger effect; inhibition, % at 25 µM, or IC50 in µM where a hit was titrated; actives 0.39% (n = 320,000); in the data active = a potency from the dose series; inconclusive = inhibition mostly from about 82% at the one dose, without a potency; inactive = the rest, 99 in 100 with inhibition below about 76%;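 note: plate controls were DMSO cells for no effect and high antibiotic wells for full effect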
M. tuberculosis HTS = M. tuberculosis growth inhibition, HTS (AID 449762); M. tuberculosis H37Rv growth inhibition, 7H9 media; higher % means a stronger effect; inhibition, % at 25 µM; hits with a dose series show IC50 in µM; actives 0.59% (n = 330,000); in the data active = a potency from the dose series; inconclusive = inhibition above about 70% without an active follow-up result;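 note: bacterial growth assessed after seven days of incubation; strong numbers were not always called active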
influenza NS1A = NS1A inhibition, H1N1 influenza, cell based functional assay (AID 504329); NS1A functional cell-based assay, percent inhibition; higher % means a stronger effect; inhibition, % at 12.5 µM, or IC50 in µM where a hit was titrated; actives 0.3% (n = 340,000); in the data active = a potency from the dose series; inconclusive = inhibition above about 27% without an active follow-up result; note: strong numbers were not always called active
Salmonella PhoP GFP = Inhibition of PhoP regulon, Salmonella typhi GFP reporter cells, confirmation, 4 h (AID 1850); actives 0.33% (n = 310,000); inhibition, % at 50 µM, or IC50 in µM where a hit was titrated; Salmonella Typhi PhoP-promoter GFP reporter, fluorescence, 4 h; higher % means a stronger effect; in the data active = a potency from the dose series; inconclusive = inhibition mostly from about 25% at the one dose, without a potency; inactive = the rest, 99 in 100 with inhibition below about 19%;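 note: 0% = induced wells with vehicle and 100% = uninduced wells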
VEEV TC-83 Vero 10K pilot screen = also measured in VEEV TC-83 Vero; calls as there; inhibition, %; measured here: 10K pilot screen inhibition
* = called active by the depositor; i = inactive; ? = inconclusive; . = no result given; & = joins results of further samples.

SMILES | VEEV TC-83 Vero | tuberculosis growth | M. tuberculosis HTS | influenza NS1A | Salmonella PhoP GFP | others
O=C(NNS(=O)(=O)c1ccc(F)cc1F)C1Cc2c(ccc3ccccc23)O1 (stereo not given) | i | 16.1% | -1.9% | -39.0% | -18.3%
COC(=O)c1ccc(NC(=O)C2C3C=CC(C3)C2C(=O)O)cc1 (stereo not given) | 0.6% | 4.6% | 5.1% | -9.2% | -5.0%
O=[N+]([O-])c1ccc(C[n+]2cccc3c4ccccc4ccc32)cc1 | i | 0.7% | 4.2% | -5.4% | -4.0%
CN(/N=C/c1ccc(-c2ccc([N+](=O)[O-])cc2)o1)c1ccccc1 | 0.6% | 47.1% | 0.6% | -5.7% | -28.9%
CCOC(=O)C(CC)Sc1nnc(COc2ccc(C)cc2)n1-c1ccccc1 (stereo not given) | 4.4% | 59.9% | -3.6% | -10.8% | -2.5%
COc1ccccc1NC(=O)COC(=O)CCS(=O)(=O)c1ccc(C)cc1 | 0.5% | 36.7% | -12.2% | -2.8% | -7.2%
Cc1nn(C(=O)c2ccc([N+](=O)[O-])cc2)c(C)c1Br | 0.6% | 6.8% | 15.6% | 1.9% | 11.8%
CCC1CN(S(=O)(=O)c2cc(-c3cc(C)no3)ccc2OC)c2cc(C)ccc2O1 (stereo not given) | 6.8% | 2.3% | 2.3% | -2.9% | 9.2%
CNC(=O)c1cc2cc(OC)ccc2oc1=O | 1.1% | -6.2% | 2.7% | -1.7% | 2.6%
COc1cccc(/C=N/NC(=O)c2ccncc2)c1OC(=O)c1ccc(Br)cc1 | ? | ? | ? | 2.8% | 11.6%
CCOC(=O)CCc1c(C)nc(SCc2ccc(C(=O)O)cc2)c(C#N)c1C | 0.1% | -22.5% | 7.3% | -1.8% | 0.0%
CCCc1cc(=O)oc2c3c(cc(OCC(=O)N4CCC[C@H]4C(=O)O)c12)OC(C)(C)CC3 | i | 2.7% | -11.3% | 0.4% | -1.7%
CC(=O)Nc1ccc(OC(=O)CC2SC(=O)NC2=O)cc1 (stereo not given) | 0.9% | -12.2% | -8.3% | 0.7% | -0.6%
COCc1nnc(NC(=O)c2ccc(OC)cc2OC)s1 | 0.6% | 3.6% | 5.6% | 5.2% | -5.8%
COc1cc(/C=C2/C(=O)N(c3ccc(C)c(C)c3)N=C2C)cc([N+](=O)[O-])c1O | 3.1% | -3.3% | -4.9% | 25.5% | -0.9%
Cc1ccc(NC(=O)C2CCN(S(=O)(=O)c3cnc[nH]3)CC2)cc1C | i | 8.1% | 1.3% | 8.3% | -5.3%
COC(=O)c1ccc(C(=O)OC)c(NC(=O)C2CC(=O)N(C3CCCC3)C2)c1 (stereo not given) | i | . | . | 13.4% | .
Cn1c(CNC(=O)CNS(=O)(=O)c2ccccc2)cc(=O)n(C)c1=O | 0.6% | . | -10.5% | 9.9% | -2.4%
CCOC(=O)C1CCN(C(=S)Nc2cccc(C)c2C)CC1 | 0.1% | -4.3% | -0.3% | -5.5% | 1.7%
Cc1c(Cl)cccc1-n1c(-c2cccnc2)n[nH]c1=S | i | -8.0% | -6.5% | -8.9% | -6.3%
COc1cccc(Nc2nc3ccccc3nc2-n2nc(C)cc2C)c1 | 1.7% | . | 2.9% | 16.3% | 11.4%
CCn1cc(CNC(=O)C2CCC(=O)N(C3CCCCCC3)C2)cn1 (stereo not given) | 0.8% | -1.8% | -6.4% | -9.4% | -4.5%
CCOC(=O)C1=C(CSc2nc3c(cc2C#N)CN(C)CC3)OC(N)=C(C#N)C1c1ccccc1 (stereo not given) | 1.1% | 1.5% | 0.1% | 4.7% | -7.3%
Cc1ccccc1NC(=O)COc1coc(CN2CCN(Cc3ccccc3)CC2)cc1=O | 1.4% | -0.1% | 6.1% | 4.7% | -3.2%
CC(C)NS(=O)(=O)c1ccc(OCC(=O)NC(C)c2ccccc2)cc1 (stereo not given) | 2.3% | -24.8% | -2.6% | -6.4% | -12.9%
NC(=O)c1cc(NC(=O)CCNS(=O)(=O)c2cccc(C(F)(F)F)c2)cc(C(N)=O)c1 | 6.8% | -3.0% | 1.5% | 3.9% | 5.4%
C=CCn1c(SCC(=O)Nc2cccc(OC)c2)nnc1-c1cccnc1 | 1.4% | -8.1% | -3.8% | 2.4% | -6.5%
Cc1cc(=O)oc2cc(OCC(=O)OCc3nnc(-c4ccccc4)o3)ccc12 | 2.8% | -10.8% | -18.4% | 16.8% | -12.0%&10.8%
O=C(O)CCn1cc(C=C2C(=O)NC(=S)NC2=O)c(-c2cccc(Br)c2)n1 | 2.2% | -15.3% | 1.5% | -2.4% | -5.4%
O=C(O)c1ccc([N+](=O)[O-])cc1Sc1ccsc1 | 0.7% | . | . | -2.7% | .
Cn1nc(C(=O)Nc2c(-c3ccccc3)nc3sccn23)c2ccccc2c1=O | 1.9% | 2.9% | -7.1% | 11.4% | -5.4%
O=C(CSc1ncn[nH]1)c1ccccc1 | 3.0% | 2.3% | 0.4% | 1.0% | 7.6%
CCCCCC(O)(CCCCC)C(=O)NNc1ccccc1 | 1.7% | 6.8% | ? | 0.6% | 7.0%
Cc1nc(-c2ccccc2)nn1-c1ccc([N+](=O)[O-])cc1 | i | -1.1% | -1.4% | . | 3.4%
COc1cccc(C(C(=O)NC(C)(C)C)N(C(=O)CCC(=O)Nc2cc(C)on2)C(C)(C)C)c1OC (stereo not given) | 2.0% | 2.9% | -1.5% | -3.7% | -3.0%
NCCN1CCN(S(=O)(=O)c2ccc([N+](=O)[O-])cc2)C=C1c1ccc(Cl)cc1 | 1.7% | . | -5.7% | 12.6% | . | VEEV TC-83 Vero 10K pilot screen=0.1
CC(=O)/C(=N/Nc1ccc(Br)cc1)N1CCCc2ccccc21 | 3.3% | -5.3% | ? | -12.4% | 2.4%
Cc1cc(NC2=CC(=O)C(=O)c3ccccc32)no1 | 2.6% | . | . | 4.9% | .
CN(/N=C/c1ccc2c(c1)OCO2)c1nc(N2CCOCC2)nc(N2CCOCC2)n1 | 0.1% | 1.1% | 9.8% | -13.6% | -0.2%
NC(=O)c1nsc(C(=O)N(c2ccccc2)C(C(=O)NCC2CCCO2)c2ccc3ncccc3c2)c1N (stereo not given) | 9.2% | 13.7% | -2.5% | -3.3% | -15.8%
Cc1cc(C)nc(N2CCC(C(=O)NC3CCCCCC3)CC2)n1 | 2.3% | 15.5% | -5.9% | 2.7% | -4.0%
Cc1ncc(CSc2ccc(Cl)cc2)c(CO)c1O | 1.6% | 9.4% | 5.9% | -1.2% | 9.2%
CSc1ccc(S(=O)(=O)N2CCCC2)cc1 | 0.1% | -1.6% | 0.8% | 3.8% | 6.6%
O=C(/C(=N/O)c1ccccc1)c1ccccc1 | 0.4% | . | . | 3.3% | .
CCOc1ccc(S(=O)(=O)N2CCC(C(=O)NC3CCCC3)CC2)cc1 | 1.1% | -11.9% | -1.2% | -13.3% | -4.8%
CC12CCC(=O)N1C(C(=O)Nc1nc(-c3cc(F)ccc3F)cs1)CS2 (stereo not given) | 0.9% | -2.2% | -4.3% | -5.2% | 3.5%
Cc1nn(-c2ccccc2)cc1C(=S)Nc1ccccc1 | i | 59.0% | 4.2% | -70.1% | -3.2%
CNc1ccccc1C(C)(C)c1cc(-c2cccc(OC)c2)no1 | i | 15.4% | 29.0% | . | -0.4%
C=CCN(CC=C)C(=S)NC(=O)/C=C/c1ccccc1 | 0.3% | 35.6% | -2.7% | -0.9% | -3.3%
O=C(NCC1CCCO1)c1cc(-c2ccccc2)nc2ccc(Br)cc12 (stereo not given) | 6.3% | -2.5% | 23.6% | 32.9% | -6.9%
O=[N+]([O-])c1ccc2[nH]c3c(c2c1)CCCC3O (stereo not given) | i | 30.3% | 9.6% | -2.9% | -3.2%
Cc1ccc(S(=O)(=O)N2CCCCC2)cc1NC(=O)CCCOc1ccccc1 | 6.5% | . | . | -6.2% | .
COc1ccc(-c2nnc(SC3CCOC3=O)n2C2CCCCC2)cc1OC (stereo not given) | 2.8% | -0.5% | -0.5% | 4.8% | 0.8%
CC(C)CCNC(=O)C1CCC(CNS(=O)(=O)c2cccc3nsnc23)CC1 (stereo not given) | 2.6% | 11.4% | -0.3% | 1.3% | -1.2%
COc1ccc(OCCCC(=O)N(C)CC(=O)Nc2c(C)cccc2C)cc1 | i | -7.1% | 4.6% | 5.3% | 0.2%
COc1ccc(Br)cc1C(=O)Nc1cccc(C)c1 | 1.6% | 0.9% | -2.0% | 2.5% | 3.6%
O=C(CNC(=O)c1ccccc1C(F)(F)F)N/N=C/c1cccs1 | 0.9% | 2.2% | -8.8% | 2.6% | 0.0%
COc1cccc(CN2CC(C(=O)NCCCc3ccc(C)cc3)CCC2=O)c1 (stereo not given) | 1.6% | 26.7% | -2.2% | -2.9% | 3.4%
COc1cc(F)ccc1CN1CCC(C(=O)Nc2ccc(Oc3ccccc3)nc2)CC1 | i | 29.9% | 6.1% | 4.4% | 7.8%
CN(CC(=O)Nc1cccc(F)c1)C(=O)Cn1cnc2c1c(=O)n(C)c(=O)n2C | 2.6% | 0.0% | -8.3% | -10.5% | -6.5%

Next part, starting with the last 6 of the part before.
SMILES | VEEV TC-83 Vero | tuberculosis growth | M. tuberculosis HTS | influenza NS1A | Salmonella PhoP GFP | others
COc1ccc(OCCCC(=O)N(C)CC(=O)Nc2c(C)cccc2C)cc1 | i | -7.1% | 4.6% | 5.3% | 0.2%
COc1ccc(Br)cc1C(=O)Nc1cccc(C)c1 | 1.6% | 0.9% | -2.0% | 2.5% | 3.6%
O=C(CNC(=O)c1ccccc1C(F)(F)F)N/N=C/c1cccs1 | 0.9% | 2.2% | -8.8% | 2.6% | 0.0%
COc1cccc(CN2CC(C(=O)NCCCc3ccc(C)cc3)CCC2=O)c1 (stereo not given) | 1.6% | 26.7% | -2.2% | -2.9% | 3.4%
COc1cc(F)ccc1CN1CCC(C(=O)Nc2ccc(Oc3ccccc3)nc2)CC1 | i | 29.9% | 6.1% | 4.4% | 7.8%
CN(CC(=O)Nc1cccc(F)c1)C(=O)Cn1cnc2c1c(=O)n(C)c(=O)n2C | 2.6% | 0.0% | -8.3% | -10.5% | -6.5%
CC1CC(C)CN(CCCNC(=O)CN2C(=O)CSc3ccc(S(=O)(=O)N4CCCCC4)cc32)C1 (stereo not given) | 0.0% | 8.0% | 7.0% | -3.5% | -25.2%
CC(C)(C)C(=O)Nc1ccccc1N1CCN(C(=O)c2ccc(Cl)cc2)CC1 | 0.3% | 23.4% | -7.6% | 11.1% | -2.1%
Cc1ccc(CNC(=O)Nc2ccccc2)cc1 | 0.6% | -1.8% | 5.9% | 2.6% | -1.3%
O=C(c1ccccn1)N1CCN(S(=O)(=O)c2cccc(Br)c2)CC1 | 1.1% | 1.1% | -17.4% | -5.2% | .
Cc1cc(C)n(-c2nc(NCCN(C)C)c3c4c(sc3n2)CCCC4)n1 | i | 9.66µM* | 14.6µM* | 6.7% | 45.3µM*
O=C(/C=C/c1ccc(Cl)c([N+](=O)[O-])c1)Nc1cccc(NC(=O)c2ccco2)c1 | 1.3% | 36.6% | 66.0% | 4.0% | -3.7%
O=C(NCCC(=O)N1CCN(S(=O)(=O)c2ccccc2F)CC1)Nc1ccccc1 | 0.8% | -9.2% | 4.7% | -5.5% | .
C#CCOCCOCCOCCNc1nc(N2CCN(C(=O)CCCCCCCCCCNC(=O)[C@H](CO)n3cc(CCCSC)nn3)CC2)nc(N2CCN(C(=O)CCCCCCCCCCNC(=O)[C@H](CCCCN)n3cc(C[C@@H](C)CC)nn3)CC2)n1 | . | 50.5% | ? | . | -5.0%
CCOC(=O)CNC(=O)C(CC(C)C)NC(=O)C1CCCCC1 (stereo not given) | 0.8% | 2.4% | 5.3% | -6.2% | -6.6%
COc1ccc(-c2cc(=O)c3cc(OC)ccc3[nH]2)cc1 | 2.0% | 1.1% | 2.5% | -24.1% | -11.7%
CCOc1ccc(-n2c(=O)c3c4c(sc3n(CC(=O)NCc3ccco3)c2=O)CCC4)cc1 | 0.3% | -1.0% | 5.7% | -5.7% | 2.5%
O=C(Cc1cccc2ccccc12)OCn1nnc2ccccc2c1=O | 6.6% | ? | ? | 0.7% | 10.6%
O=C(NC(Cc1ccccc1)C(=O)N1CCCCCC1)c1ccccc1 (stereo not given) | 7.9% | 25.2% | 1.4% | -10.7% | 0.7%
O=C(NC(=S)NCc1ccccc1)c1ccc2c(c1)OCO2 | 0.1% | 62.3% | -4.6% | 8.5% | -8.1%

Screening data (PubChem)
